From PubChem BioAssay
SENP1 inh: human SENP1 catalytic domain inhibitors, primary screen, biochemical, FRET, uHTS; hit rate 0.21% among 360,000; recombinant SENP1 catalytic domain, CyPet-SUMO1-YPet FRET cleavage; inhibition, % at 10 µM;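 active means inhibition at least 30% at 10 µM, raw YFP signal under a set limit, fluorescence ratio 0.5 to 1.5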;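 further: 0% = enzyme with DMSO and 100% = no enzyme wells; some results filed as inactive read as strong as hits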
Target sequence (Q9P0U3 419-644 limits assumed): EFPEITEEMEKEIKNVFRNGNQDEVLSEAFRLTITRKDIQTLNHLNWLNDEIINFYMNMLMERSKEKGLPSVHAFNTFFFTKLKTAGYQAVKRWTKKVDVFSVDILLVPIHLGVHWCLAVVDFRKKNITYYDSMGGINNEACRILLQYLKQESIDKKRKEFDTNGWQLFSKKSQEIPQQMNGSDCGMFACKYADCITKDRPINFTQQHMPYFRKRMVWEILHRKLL
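Test system: human SENP1 catalytic domain; medium: Tris pH 8 buffer plus EDTA, NaCl, BME, BSA, NP40, catalase; incubation: 50 min reaction at room temperature; technique: FRET, CFP and YFP emission; controls: no-enzyme low control and enzyme-plus-DMSO high control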
PfG6PD inh: PfG6PD enzyme inhibitors, primary screen, biochemical, fluorescence intensity, uHTS | glucose-6-phosphate dehydrogenase-6-phosphogluconolactonase (Plasmodium falciparum 3D7) | PfGluPho enzyme, NADPH resazurin-diaphorase fluorescence | inhibition, % at 20 µM | hit rate 0.78% among 350,000;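 active means inhibition reaching at least a set limit at 20 µM in the primary screen, cut at about 59% in these data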;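 further: 0% = DMSO wells with substrate and 100% = DMSO wells lacking glucose-6-phosphate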
hIAP activ: human IAP activators, primary screen, biochemical, luminescence, uHTS; purified human IAP, CDP-Star luminescence, 30 min; stronger effect = higher value; 1 = vehicle-only enzyme, 0 = enzyme-free background; activation factor at 10 µM; hit rate 0.16% among 330,000; AID 2524, 2010;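 active means activation factor of the enzyme at least 2-fold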; further: the source names both 10 and 20 µM as test concentration; values of inactives mirror those of a sister screen read the other way
Target sequence (P09923 whole entry, looked up): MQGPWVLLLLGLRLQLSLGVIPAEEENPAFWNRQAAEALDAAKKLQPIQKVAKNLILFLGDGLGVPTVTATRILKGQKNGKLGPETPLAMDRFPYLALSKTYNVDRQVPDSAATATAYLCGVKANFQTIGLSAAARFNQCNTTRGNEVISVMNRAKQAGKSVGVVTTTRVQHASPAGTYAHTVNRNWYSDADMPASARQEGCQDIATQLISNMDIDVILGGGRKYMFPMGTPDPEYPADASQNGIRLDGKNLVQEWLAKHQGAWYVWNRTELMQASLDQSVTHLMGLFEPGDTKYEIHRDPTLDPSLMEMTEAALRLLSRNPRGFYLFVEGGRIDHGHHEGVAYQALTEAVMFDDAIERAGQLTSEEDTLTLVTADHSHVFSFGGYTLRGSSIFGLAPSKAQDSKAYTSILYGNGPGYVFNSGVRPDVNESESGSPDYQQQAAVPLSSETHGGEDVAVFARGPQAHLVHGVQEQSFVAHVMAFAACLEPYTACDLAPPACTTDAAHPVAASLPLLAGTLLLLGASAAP
SENP6 block: SENP6 protease inhibitors, primary screen, biochemical, luminescence, uHTS | Sentrin-specific protease 6 (Homo sapiens), Q9GZR1 | hit rate 1.8% among 330,000 | Recombinant SENP6 catalytic domain, aminoluciferin luminescence | AID 2599, 2010 | inhibition, % at 10 µM;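 active means inhibition above about 50% at the single tested dose, limit read from the data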;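 further: plate controls were DMSO wells with enzyme for no effect and DMSO wells lacking enzyme for full effect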
ATG4B inh: ATG4B protease inhibitors, primary screen, biochemical, fluorescence, uHTS; ATG4B cleavage of LC3-PLA2, NBD-HPC fluorescence, 1 h; inhibition, % at 8.33 µM; hit rate 0.51% among 340,000; AID 504462, 2011; in the data active means inhibition above about 40%
MPTP block: mitochondrial permeability transition pore inhibitors, primary screen, biochemical, isolated mouse mitochondria, absorbance; hit rate 1.4% among 360,000; AID 602449, 2012; Ca2+ swelling absorbance, 30 min; inhibition, % at 10 µM;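 active means inhibition of 50% or more, scaled per plate between neutral and stimulator controls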;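 further: 0% = DMSO wells given calcium and 100% = 1 mM EGTA wells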
SENP8 inh: human SENP8 protease inhibitors, primary screen, biochemical, fluorescence, Nedd8 protein substrate, uHTS. recombinant SENP8. inhibition, % at 20 µM. hit rate 0.64% among 360,000. AID 602440, 2012; in the data active means inhibition mostly above about 40%, no sharp cut-off; inactive means mostly below about 27%
Target sequence (Q96LD8 whole entry, looked up): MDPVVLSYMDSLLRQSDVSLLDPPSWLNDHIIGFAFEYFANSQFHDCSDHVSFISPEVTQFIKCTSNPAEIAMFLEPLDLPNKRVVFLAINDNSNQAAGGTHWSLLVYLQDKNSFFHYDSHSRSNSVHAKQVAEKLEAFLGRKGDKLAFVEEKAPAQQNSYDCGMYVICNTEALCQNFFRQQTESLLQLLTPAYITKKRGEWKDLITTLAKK
GRIN3A LBD mod: binders of NR3A ligand-binding domain, primary screen, biophysical, differential scanning fluorimetry, uHTS | Glutamate receptor ionotropic, NMDA 3A (GRIN3A) ligand-binding domain | NR3A LBD differential scanning fluorimetry, Tm shift; 0% = protein alone, 100% = glycine-bound protein | Tm shift relative to glycine control, % at 25 µM | hit rate 2.5% among 340,000 | AID 1259313, 2017;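 active means melting temperature shift of at least 10% of the positive control shift, at one fixed dose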
* marks the source's active call; other numbers are inactive results; / = not tested or not shown.

SMILES	SENP1 inh	PfG6PD inh	hIAP activ	SENP6 block	ATG4B inh	MPTP block	SENP8 inh	GRIN3A LBD mod
Cc1cc(Cl)ccc1OCC(=O)Nc1nc(-c2cccnc2)cs1	3	-3	1.1	12	-2	2.3	-4	-1
O=C(NN1CCOCC1)c1cccc2ccccc12	3	4	0.94	-11	4	17	4	-4
CCCOc1ccc(C(=O)Nc2cc(S(=O)(=O)N3CCOCC3)ccc2N2CCOCC2)cc1	2	-5	1.1	-12	-3	-0.3	1	-3
Cc1cc(C)c(OCCN2CCOCC2)c(Cl)c1	1	-3	1.1	7	-2	1.2	18	-1
Cc1cc(C)nc(N2CCN(c3nc(-c4ccccc4)nc4c3oc3ccccc34)CC2)n1	3	12	/	/	-4	-0.1	-19	-2
CC(C)N(Cc1nccn1C)C(=O)CC1C(=O)NCCN1Cc1ccccc1C(F)(F)F (stereo not given)	-1	-5	0.97	-17	9	-3.5	-1	0
O=S(=O)(c1cccc2cccnc12)N(CCO)CCO	2	10	0.93	-3	-10	-2.0	-3	0
CC(C)Oc1ccc(CNC(=O)C2CCN(C(=O)N3CCOc4ccccc43)CC2)cc1	-2	-2	0.73	6	-5	-1.1	1	4
CC(=O)OCC1(C)CN(c2ccccc2)N(C(C)=O)C1=O (stereo not given)	3	47	0.86	-9	-9	0.8	13	-1
O=C(Nc1nccs1)c1ccc([N+](=O)[O-])cc1Cl	1	8	0.89	-1	3	-0.2	20	0
COc1ccc(Cn2nnnc2C(c2ccccc2Cl)N2CCN(C3CCCC3)CC2)cc1 (stereo not given)	2	6	/	/	-5	0.0	23	0
CCOC(=O)N1CCN(C(=O)CCc2ccc(S(=O)(=O)NC(C)(C)C)cc2)CC1	2	-8	0.9	-1	6	-0.1	0	-4
CC(/C=N/NC(=O)c1cc(-c2cccnc2)nc2c1c(C)nn2-c1ccccc1)=C\c1ccccc1	-4	-9	0.92	-9	3	8.2	-114	8
CCN(CCn1cccn1)C(=O)c1cc(COc2ccc(F)cc2Cl)on1	1	-2	1	1	-6	0.9	7	1
COc1ccccc1N1CCN(CC(O)COc2ccc(C)c(C)c2)CC1 (stereo not given)	2	3	0.97	-3	3	0.2	28	0
Cc1ccc(C(=O)N2CC(C)OC(C)C2)c(Cl)c1 (stereo not given)	0	-16	1.1	-17	8	0.9	10	-1
O=C(CCCOc1ccc(Cl)cc1Cl)NCCCn1ccnc1	2	-5	1.1	4	-5	-0.6	16	-4
NS(=O)(=O)c1ccc(CCNC(=O)c2ccc(NC3=NC4CS(=O)(=O)CC4S3)cc2)cc1 (stereo not given)	1	-2	0.97	-25	-6	0.3	19	1
CC1=CN2C(=N)/C(=C/c3ccc(Sc4ccc(Cl)cc4)o3)C(=O)N=C2S1	-60	-13	0.98	17	25	58*	-7	9
CCOC(=O)N1CCN(CCC(=O)Nc2ccc(C)cc2)CC1	1	8	1.1	-22	-10	-0.1	18	2
Cc1ccc(-c2nnc(N(C)C(=O)c3cccnc3)s2)cn1	-1	0	1	-1	-3	0.2	8	-1
CCOc1ccccc1C1C(C(N)=O)=C(C)Nc2nc(-c3ccccc3Cl)nn21 (stereo not given)	-4	0	0.93	-6	-5	-1.2	-25	2
COc1ccc(OCCSc2nc3ccccc3n2CCC(=O)O)cc1	0	8	1	-18	3	0.2	4	-4
O=C(CN1CCNCC1)Nc1ccccc1Cl	1	13	1.1	1	-16	0.0	16	2
COc1ccc(-c2nc(Cc3ccc(Cl)cc3)no2)cc1OC	2	-3	0.74	0	1	0.9	10	0

Continued:
SMILES	SENP1 inh	PfG6PD inh	hIAP activ	SENP6 block	ATG4B inh	MPTP block	SENP8 inh	GRIN3A LBD mod
Cc1c(C)c2ccc(OCC(=O)Nc3cccnc3)c(C)c2oc1=O	-1	-3	0.94	-9	-2	3.2	-283	1
O=C(O)CCc1ccc(-c2ccc(Br)cc2)n1CC(=O)O	-5	-29	0.89	-10	14	-1.0	-112	-2
Cc1ccc(S(=O)(=O)NCCSc2nnnn2-c2ccc(C(N)=O)cc2)cc1	4	8	1.1	4	-1	-2.4	6	0
CCn1c(COc2cccc(OC)c2)nnc1SCC(=O)Nc1ccccc1C(=O)OC	-1	15	0.93	4	2	6.6	9	-1
CNC[C@H](NC[C@@H](NCCCc1ccccc1)c1ccccc1)[C@H](C)O	1	-6	1.2	-22	-1	-2.7	26	1
COc1ccc(C(=O)C2C(c3ccc(-c4ccccc4[N+](=O)[O-])o3)NC(=O)NC2(O)C(F)(F)F)cc1 (stereo not given)	-6	-4	0.93	30	-12	2.1	8	-3
Cc1cc(-c2ccc(S(=O)(=O)N3CCN(c4ccc(F)cc4)CC3)s2)on1	0	-16	0.87	-4	8	1.7	5	-1
Cc1ccc(-c2c(C)n([O-])c3c([n+]2=O)CCCCC3)o1	1	-4	1.2	-19	3	-0.4	-2	-3
COc1ccc(COC(=O)c2c(C)nn(-c3ccccc3)c2Cl)cc1	3	-7	1.1	61*	-2	-0.9	6	-3
Cc1ccc(N(C(C)C(=O)N2CCN(Cc3ccccc3)CC2)S(C)(=O)=O)cc1 (stereo not given)	3	-9	1.1	3	-1	-1.1	12	-5
O=S1(=O)C=C(Sc2nc3ccccc3s2)c2ccccc21	/	25	1.3	2	3	/	/	9
CCCN(C(=O)COC(=O)CSc1ccc([N+](=O)[O-])cc1)C1CCS(=O)(=O)C1 (stereo not given)	4	53	0.81	17	-2	-2.0	9	5
CCCC(CNC(C)=O)(C1=CCCCC1)c1ccccc1 (stereo not given)	5	0	/	/	/	9.8	24	/
O=S(=O)(Cc1cc(-c2ccccc2Cl)no1)c1ccccc1	1	7	1.1	-29	19	-0.3	7	0
C=CCNC(=O)NC(=O)COC(=O)/C(C#N)=C/c1cc(C)n(CC(C)C)c1C	-5	-1	0.95	3	-12	0.3	-62	1
COc1cc2cc(-c3ccc(OC)c(OC)c3C)nc(N)c2cc1OC	0	3	1.2	-21	-5	2.5	-416	-1
COc1ccc(NC(=O)O/N=C/c2ccc(N(C)C)cc2)cc1	-1	22	1	10	-5	-0.9	-108	5
Cc1cccc(Nc2ncc3c(n2)CC(C)CC3=O)c1 (stereo not given)	0	-12	1	14	1	2.9	-258	-2
COc1cc(C(=O)Nc2nc(-c3ccc(Cl)cc3)c(C)s2)ccc1OCC(=O)Nc1ccc(F)cc1	1	-6	1	-22	-8	-1.3	-124	18*
O=C(NCCc1ccc2c(c1)OCCO2)c1cccc(F)c1	0	21	0.96	3	-11	12	13	0
NNC(=S)Nc1cccc(-c2n[nH]c(=S)o2)c1	2	-1	1	5	-9	0.3	-334	9
COc1ccc(S(=O)(=O)N(C)C)cc1NC(=O)[C@H](Cc1ccccc1)N1C(=O)c2ccccc2C1=O	2	-7	0.95	0	0	10	16	-1
COc1ccc2c(c1)CCCC21NC(=O)NC1=O (stereo not given)	1	-11	1.2	-20	14	-1.0	9	-4
COCCNC(=S)Nc1cc(OC)c(NC(=O)c2ccco2)cc1OC	-11	-12	0.97	-3	15	-0.5	-5	0
O=C(O)/C=C/C(=O)Nc1ccc(Oc2ccccc2)cc1	-1	-4	0.99	-20	-5	0.9	12	1

2 compounds from above with just ATG4B inh and MPTP block.
SMILES | ATG4B inh | MPTP block
Cc1cc(Cl)ccc1OCC(=O)Nc1nc(-c2cccnc2)cs1 | -2 | 2.3
Cc1cc(C)c(OCCN2CCOCC2)c(Cl)c1 | -2 | 1.2

Remaining list, next part
SMILES	SENP1 inh	PfG6PD inh	hIAP activ	SENP6 block	ATG4B inh	MPTP block	SENP8 inh	GRIN3A LBD mod
CC1CCCCC1NC(=O)c1ccc(NC2=NC3CS(=O)(=O)CC3S2)cc1 (stereo not given)	3	-5	0.77	-4	-1	-2.1	10	-1
CC1CN(C(=O)C2CCCCC2)C(C)CN1C(=O)C1CCCCC1 (stereo not given)	0	0	0.87	-20	1	-1.7	4	-2
O=C(O)c1cccc2[nH]c(C(F)(F)F)nc12	-1	-20	0.92	-10	1	-7.4	22	1
CN(C)c1ccc(/C=C2\C(=N)N3N=C(CC(=O)N4CCCC4)SC3=NC2=O)cc1Br	-17	2	1	16	0	-1.5	-2	2
Cc1ccc(-c2csc(NC(=O)c3ccco3)n2)cc1C	0	33	1	45	11	1.3	-36	-6
O=C(CSc1ccccc1F)NCC(c1ccco1)N1CCCCC1 (stereo not given)	-2	19	/	/	/	-0.1	24	/
Cc1onc(-c2ccc(Cl)cc2)c1-c1ccnc(SCC(=O)Nc2ccc(C(C)C)cc2)n1	-1	23	0.95	-18	-9	14	8	0
CCOc1ccc(/C=C/C(=O)NCc2ccccc2)cc1	1	-4	1	5	6	0.8	9	0
Cc1cccc(OC(=O)c2ccc3c(=O)n4c(nc3c2)CCC4)c1	0	1	/	/	/	-1.1	5	/
O=C(COC(=O)c1ccccc1O)Nc1cccc(S(=O)(=O)NC2=NCCCCC2)c1	1	-7	1.2	-18	-4	0.1	6	0
O=C(CCNC(=O)c1ccccc1Cl)Nc1cccc(S(=O)(=O)N2CCCCC2)c1	-2	11	1.1	-1	-4	-0.6	4	4
CCC(CO)NC(=O)c1ccc(-c2nn(C)c(=O)c3ccccc23)cc1 (stereo not given)	1	6	0.98	4	-6	3.2	17	3
COc1ccc(-n2c(SCC(=O)Nc3ccccc3)nc(O)cc2=O)cc1	-1	4	0.95	-13	-11	0.0	10	0
CSc1ncccc1C(=O)OCC(=O)N1CCN(S(=O)(=O)c2ccc(C)cc2C)CC1	0	1	0.99	6	-13	-0.4	6	0
Cc1cc(Cl)c(OCCCN(C)C)c(Br)c1	1	0	0.98	-20	-2	-0.3	3	2
CC(C)c1ccccc1NC(=O)COC(=O)CNC(=O)c1ccc(Br)cc1	-1	-18	1.1	-27	4	-1.4	-92	2
O=C(c1ccco1)N1CCN(S(=O)(=O)c2ccc(Cl)s2)CC1	1	-23	0.89	5	-6	-0.4	5	1
COc1ccc(Br)cc1C(=O)NC(=S)Nc1ccc(CN2CCOCC2)cc1	2	5	0.98	1	-7	-0.6	16	-12
COCCn1c(Cc2ccccc2)nnc1SCC(=O)Nc1cc(C)on1	3	-3	1.1	-11	3	-1.9	10	0
CCOC(=O)C1=C(COC(=O)COc2ccc(C(=O)CC)cc2)NC(=O)NC1C (stereo not given)	1	0	0.99	-26	1	-0.8	5	-1
CCOC(=O)c1c(C)[nH]c(C(=O)N2CCC(C(=O)OCC)CC2)c1C	1	-8	1.1	-11	-3	0.3	-2	-1
O=C(CCOc1ccccc1)N1CCN(c2ccc(O)cc2)CC1	1	40	1	4	-12	6.1	15	0
Cc1cccc2cc(CN(Cc3ccc(F)cc3)C(=O)N3CCOCC3)c(=O)[nH]c12	1	5	1	-5	-8	-0.5	-31	-1

Sorted by SMILES length (low to high): some entries from above
SMILES	SENP1 inh	PfG6PD inh	hIAP activ	SENP6 block	ATG4B inh	MPTP block	SENP8 inh	GRIN3A LBD mod
O=C(CCOc1ccccc1)N1CCN(c2ccc(O)cc2)CC1	1	40	1	4	-12	6.1	15	0
CC1CN(C(=O)C2CCCCC2)C(C)CN1C(=O)C1CCCCC1 (stereo not given)	0	0	0.87	-20	1	-1.7	4	-2
CCC(CO)NC(=O)c1ccc(-c2nn(C)c(=O)c3ccccc23)cc1 (stereo not given)	1	6	0.98	4	-6	3.2	17	3
CCOC(=O)C1=C(COC(=O)COc2ccc(C(=O)CC)cc2)NC(=O)NC1C (stereo not given)	1	0	0.99	-26	1	-0.8	5	-1
O=C(CCNC(=O)c1ccccc1Cl)Nc1cccc(S(=O)(=O)N2CCCCC2)c1	-2	11	1.1	-1	-4	-0.6	4	4
